PLCg1 inh = PLC-gamma1 enzyme inhibitors, primary screen, biochemical, fluorescence, purified enzyme; 1-phosphatidylinositol 4,5-bisphosphate phosphodiesterase gamma-1 (Homo sapiens), P19174; fluorogenic substrate; inhibition, % at 12.2 µM; 0.84% of 370,000 active; AID 720700, 2013; in the data active = inhibition above about 9.5%
ARFGAP1 inhibitor = inhibitors of rat ARFGAP1 GAP activity, primary screen, biochemical, fluorescence polarization, GDP tracer | Arfgap1-stimulated ARF1 GTP hydrolysis, GDP FP detection | inhibition, % at 16.5 µM | 0.26% of 360,000 active;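 active = inhibition above a per-plate limit, mean inhibition of low control wells plus 3 SD, cut at about 25% in these data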;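 note: 0% = DMSO wells with enzyme and 100% = wells lacking Arfgap1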
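Material: rat Arfgap1 GAP domain (His6, aa 1-136), purified enzyme. Also added: human ARF1(Δ1-17)-GTP substrate. Compound dosing: 16.5 µM single point, 1.26% DMSO. Timing: enzyme reaction 120 min at 25 °C after 20 min preincubation. Signal: GDP detection by fluorescence polarization. Read-out basis: percent inhibition of GAP-stimulated GDP formation, scaled between DMSO and no-Arfgap1 medians.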
KLK7 zymogen act = proKLK7 zymogen activators, primary screen, biochemical, fluorescence intensity | Kallikrein-7 (Homo sapiens), P49862 | purified proKLK7, EDANS-DABCYL substrate fluorescence; 100% is mature enzyme control, 0% vehicle | activation, % at 7 µM | 0.9% of 370,000 active;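 active = activation above the mean of all tested compounds plus 3 SD, computed per campaign excluding outliers beyond control limits, cut at about 13% in these data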
PLCb3 inh = human PLC-beta3 inhibitors, primary screen, biochemical, fluorescence | Purified PLC-beta3, fluorogenic substrate | inhibition, % at 12.2 µM | 1-phosphatidylinositol 4,5-bisphosphate phosphodiesterase beta-3 (Homo sapiens), Q01970 | 0.18% of 370,000 active; in the data active = inhibition above about 11%;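 note: 0% = median of compound wells on plate and 100% = full blocker control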
UHRF1 binding = UHRF1 methylated DNA binding inhibitors, primary screen, counter-screen for MBD2 inhibitor project, biochemical, TR-FRET, human UHRF1, single concentration. E3 ubiquitin-protein ligase UHRF1 (Homo sapiens), Q96T88. UHRF1 binding to methylated oligo. inhibition, % at 4.4 µM. 0.75% of 370,000 active; in the data active = inhibition above about 21%;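 note: UHRF1 SRA domain binding a hemimethylated CpG hairpin DNA probe; 0% = median of test compound wells and 100% = reference inhibitor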
Tn6 DDE FP = inhibitors of Tn6 peptide binding to fibrin DD(E), primary screen, biochemical, fluorescence polarization, human fibrin, Tn6 probe | Fibrin DD(E) TRITC-Tn6 fluorescence polarization displacement | AID 720509, 2013 | Fibrinogen beta chain (Homo sapiens), P02675 | inhibition, % at 8.3 µM | 0.21% of 370,000 active;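 active = inhibition above a per-campaign cutoff: mean of compounds within control limits plus 3 SD, cut at about 15% in these data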;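 note: 0% = median of all compound wells on the plate and 100% = blocking peptide control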
DDE Tn7 FP inh = inhibitors of Tn7 peptide binding to fibrin DD(E), primary screen, biochemical, fluorescence polarization, human fibrin, Tn7 probe; Fibrinogen beta chain (Homo sapiens), P02675; FP displacement of FITC-Tn7 peptide from fibrin DD(E); 0% = median of compound wells per plate; inhibition, % at 8.3 µM; 0.13% of 370,000 active;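 active = inhibition above the mean of compounds falling within the control limits plus 3 SD of them, cut at about 14% in these data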;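 note: 0% = plate median of compound wells and 100% = 10 µM Aha-Tn7 peptide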
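Also added: labelled Tn7 tracer, 0.1 µM; Assay system: human fibrin DD(E) protein; Amount: 2 µM fibrin DD(E); Schedule: 10 min compound pre-incubation, 3 h probe incubation at room temperature; Repeats: one replicate per compound; Read-out basis: percent inhibition; Measured by: fluorescence polarization of the labelled Tn7 tracer.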
ADAM17 inh = ADAM17 inhibitors, primary screen, biochemical, QFRET; recombinant ADAM17, EDANS/DABCYL FRET peptide cleavage; 0.83% of 370,000 active; inhibition, % at 6.95 µM; Disintegrin and metalloproteinase domain-containing protein 17 (Homo sapiens), P78536;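 active = inhibition above the mean of compounds lying between control limits plus 3 SD, set per campaign, cut at about 8.5% in these data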;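 note: 0% = DMSO-only wells as the low control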
Target sequence (P78536 215-824 limits assumed): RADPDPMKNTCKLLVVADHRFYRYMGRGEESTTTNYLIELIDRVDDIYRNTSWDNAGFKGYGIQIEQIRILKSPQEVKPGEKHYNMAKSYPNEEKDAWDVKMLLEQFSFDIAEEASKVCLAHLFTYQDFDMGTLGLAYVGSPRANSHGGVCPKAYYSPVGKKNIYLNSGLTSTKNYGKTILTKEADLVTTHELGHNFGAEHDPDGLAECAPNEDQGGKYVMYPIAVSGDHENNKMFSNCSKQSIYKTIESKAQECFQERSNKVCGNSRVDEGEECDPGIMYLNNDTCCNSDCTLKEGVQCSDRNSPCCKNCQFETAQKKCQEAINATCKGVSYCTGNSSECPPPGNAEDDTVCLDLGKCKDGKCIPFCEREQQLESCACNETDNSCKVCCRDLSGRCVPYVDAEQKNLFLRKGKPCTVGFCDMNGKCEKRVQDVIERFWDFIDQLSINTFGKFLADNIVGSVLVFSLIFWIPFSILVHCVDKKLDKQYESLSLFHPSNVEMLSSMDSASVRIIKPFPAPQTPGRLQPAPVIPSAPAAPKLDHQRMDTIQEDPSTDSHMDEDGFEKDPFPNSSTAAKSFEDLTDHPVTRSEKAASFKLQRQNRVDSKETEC
ASAP1 GAP inh = inhibitors of human ASAP1 ArfGAP activity, primary screen, biochemical, fluorescence polarization. 0.19% of 360,000 active. ASAP1-stimulated ARF1 GTP hydrolysis, GDP FP detection. inhibition, % at 16.5 µM; in the data active = inhibition above about 25%;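 note: 0% = vehicle with enzyme and substrate and 100% = no enzyme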
Target sequence (Q9ULH1 325-724 limits assumed): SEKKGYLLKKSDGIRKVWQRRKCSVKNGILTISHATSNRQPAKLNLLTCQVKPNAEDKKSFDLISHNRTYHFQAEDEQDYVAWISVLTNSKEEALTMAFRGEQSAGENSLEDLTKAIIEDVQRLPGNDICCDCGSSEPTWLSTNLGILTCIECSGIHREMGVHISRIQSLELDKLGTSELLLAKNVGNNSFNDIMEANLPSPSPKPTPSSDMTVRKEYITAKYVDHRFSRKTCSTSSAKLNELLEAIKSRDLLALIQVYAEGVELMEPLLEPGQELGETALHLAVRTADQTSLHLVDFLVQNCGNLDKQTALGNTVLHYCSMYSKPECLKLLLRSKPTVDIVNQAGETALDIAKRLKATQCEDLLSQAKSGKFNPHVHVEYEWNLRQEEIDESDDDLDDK
MBD2 inh = inhibitors of MBD2 binding to methylated DNA, primary screen, biochemical, TR-FRET, DNA-binding domain, human | Methyl-CpG-binding domain protein 2 (Homo sapiens), Q9UBB5 | MBD2 binding to methylated oligonucleotide | inhibition, % at 4.4 µM | 0.31% of 370,000 active; in the data active = inhibition above about 13%
An asterisk follows results filed as active.

Fields – PLCg1 inh	ARFGAP1 inhibitor	KLK7 zymogen act	PLCb3 inh	UHRF1 binding	Tn6 DDE FP	DDE Tn7 FP inh	ADAM17 inh	ASAP1 GAP inh	MBD2 inh
CCOc1ccccc1C(=O)NC(C)c1ccc2c(c1)OCO2 (stereo not given)
→ 3.1	8.5	0.1	-0.6	1.0	-3.3	-8.0	4.4	-3.3	-4.5
COC1=C(NCc2ccc3c(c2)OCO3)C(=O)C(OC)=C(NCc2ccc3c(c2)OCO3)C1=O
→ -51.5	6.0	-5.4	-63.7	-5.5	-0.5	-10.2	-0.5	-1.2	-0.7
Cc1ccc2cc(C#N)c(NCCNC(=O)C3CCC3)nc2c1C
→ -24.1	-5.4	1.0	-30.0	2.4	2.3	6.9	-30.7	2.4	1.5
CNc1cccc(-c2ccccc2C(C)=O)n1
→ -8.7	3.0	0.2	-4.3	2.2	0.7	-0.4	-0.4	2.0	-3.4
CNc1cnn(-c2ccc(C)cc2)c(=O)c1Cl
→ 4.5	-0.5	-0.2	2.3	3.6	1.2	-4.8	0.8	-15.4	3.8
COCCn1c(-c2ccc(OC)cc2)nc2ccccc21
→ 2.2	-5.7	0.6	-2.1	-1.3	-1.0	-0.2	-4.3	-13.3	0.2
COc1ccc2oc(C(=O)OCC(=O)N3CCN(c4ccccc4)CC3)c(C)c2c1
→ -11.2	8.3	-1.2	-17.6	-1.5	1.0	-0.4	-15.0	9.9	5.8
COc1ccc(NC(=O)COC(=O)Cc2ccc(-c3ccccc3)cc2)c(OC)c1
→ -0.9	17.1	0.2	1.8	-1.0	2.5	-2.3	1.6	3.5	2.0
COc1ccc(-c2nc3ccc(Br)cn3c2Cc2ccccc2C(F)(F)F)cc1OC
→ -17.4	2.8	1.0	-28.0	1.6	1.7	-1.5	5.0	9.2	-0.8
Cc1oc2nc(SCC(=O)Nc3ccc(S(N)(=O)=O)cc3)nc(NC(=O)c3ccccc3)c2c1C
→ -5.5	2.7	16.3*	-11.8	-3.4	24.4*	-3.6	-53.4	5.0	-0.4
CN(CC(=O)Nc1ccc(N2CCOCC2)cc1)CC(=O)Nc1ccc(Cl)cc1[N+](=O)[O-]
→ 6.7	3.1	-0.2	2.0	2.2	-7.5	7.4	-4.3	1.4	3.9
CC(CC#CCN1CCOCC1)OCCC#N (stereo not given)
→ 5.1	3.8	0.6	3.4	2.2	5.5	-4.3	1.0	9.3	-0.9
COc1ccc(S(=O)(=O)N2CCCC(C(=O)NCc3ccc(F)cc3)C2)cc1 (stereo not given)
→ 2.0	-11.1	-0.6	-7.3	1.1	-4.0	1.5	-3.4	0.3	0.4
COc1ccccc1NS(=O)(=O)c1cc(NC(=O)Nc2cccc(C)c2)ccc1N1CCCCC1
→ 0.4	10.9	-0.9	-3.7	3.9	-7.1	7.3	6.3	17.6	1.6
O=C(Nc1cccc(O)c1)c1cnn2cccnc12
→ 0.8	-2.1	0.1	3.1	-7.2	6.0	2.4	-3.6	0.3	-2.7
O=C(NCc1ccccc1Cl)c1cnc2ccccc2n1
→ -1.8	-5.7	-0.5	-4.4	2.0	4.8	-3.9	1.7	9.5	-5.0
O=C(Nc1nnc(SCc2ccc(Cl)cc2)s1)c1ccco1
→ -10.2	-0.2	0.7	-12.6	-3.2	4.4	-0.5	-5.0	5.1	-1.0
O=C(COC(=O)CCc1ccccc1)NC12CC3CC(CC(C3)C1)C2
→ 2.0	-5.9	0.3	-0.2	-1.7	3.1	-3.0	-2.5	-4.8	3.5
C=CCc1c(C)nc(SC(C)C)[nH]c1=O
→ 2.2	4.3	-0.4	3.0	-1.9	2.5	-0.8	-1.8	7.0	-1.4
COc1ccc(S(=O)(=O)N(C)CC(=O)Nc2ccccc2SC)cc1Cl
→ -1.3	-3.7	-0.2	-0.7	-1.4	6.8	5.5	-4.9	-10.8	3.2
O=C1C(Cl)=C(Nc2ccc(O)cc2)C(=O)c2ccccc21
→ 3.5	4.3	-0.4	-3.2	-10.9	4.5	-1.1	2.9	-5.5	-10.8
Cc1ccc(NC(=O)CSc2nc(N)c(-c3ccccc3)c(=O)[nH]2)cc1Cl
→ 4.7	10.9	-0.3	1.1	4.0	-3.6	-7.1	-0.5	7.6	-1.2
O=C(COc1cc2oc(=O)cc(-c3ccccc3)c2cc1Cl)NC(Cc1c[nH]c2ccc(O)cc12)C(=O)O (stereo not given)
→ -21.4	12.2	0.5	-29.5	-1.9	3.7	-4.8	1.9	14.6	0.8
Cn1c(COc2ccc(Cl)cc2)nnc1SCC(=O)NC1CCCC1
→ -0.5	-0.5	0.4	0.7	1.1	2.7	1.7	-0.4	-1.7	2.0
COc1ccc(C(=O)c2cn[nH]c2-c2cc(Cl)ccc2O)cc1
→ -1.6	15.9	-0.3	-7.6	-3.0	8.7	3.1	2.8	-0.5	-11.3
Cc1ccc(-n2ncc3c2CC(C)(C)CC3NC(=O)c2ccc[n+]([O-])c2)cc1 (stereo not given)
→ 2.9	9.0	0.0	-5.5	-0.6	-7.0	-7.3	0.9	7.2	-7.8
CCN(CC(=O)Nc1ccc(NC(C)=O)cc1)C(=O)c1ccc2c(c1)OCO2
→ 4.5	-11.4	-0.5	-8.6	1.0	-2.1	5.5	-3.8	7.0	1.1
NCCCCc1cn(CC(=O)N2CCNCC2)nn1
→ 8.9	2.3	-0.2	6.5	5.5	-1.5	-4.2	-2.0	12.8	6.3
O=C(NCc1ccccc1)C(c1c(F)cccc1Cl)N(C(=O)c1csnn1)C1CC1 (stereo not given)
→ 2.9	1.4	0.1	-4.6	-0.4	-1.6	-0.3	-5.0	-0.1	2.0
COc1ccc(-c2csc(N3CCN(c4cc5c(cc4Cl)nc(-c4ccncc4)n5CCOCCO)CC3)n2)cc1
→ -245.8	8.6	4.2	-333.8	3.0	3.4	-0.4	-18.5	9.2	-4.0
C[N+]1(CCn2ccc3ccccc32)CCCCC1
→ -1.4	-4.9	0.8	-7.0	-0.5	-1.1	-5.1	-4.0	14.0	-7.2
CNC(=O)COc1ccc(-c2nn(C)c(=O)c3ccccc23)cc1
→ 1.6	0.7	0.9	3.9	-1.0	3.4	9.4	-3.5	-0.2	3.6
COc1ccc(N2CCN(C(=O)CSc3nc(C)cs3)CC2)cc1
→ 1.7	-0.5	0.4	-6.8	-1.5	-3.7	-0.7	-10.5	11.7	-1.9
COc1ccc(N2CC(O)=C(c3nc4ccccc4s3)C2=N)cc1
→ -24.8	7.0	-1.1	-33.9	14.8	5.8	7.2	-8.1	1.6	1.9
COc1ccc(CCNC(=O)C/C(C)=N/NC(=O)C2CCCCC2)cc1OC
→ 2.1	7.6	0.0	-0.8	8.4	12.6	10.1	-4.2	-23.2	2.6
Nc1ncc2[nH]c(N)nc2n1
→ -4.5	-0.6	0.1	-4.8	-0.8	-1.9	-3.3	-14.7	-1.6	-2.7
CCOC(=O)N1CCN(S(=O)(=O)c2c(C)nc3sccn3c2=O)CC1
→ 0.2	12.6	-0.1	-170.6	0.2	-0.7	-0.5	-2.0	-15.2	-3.8
CC(C)CNS(=O)(=O)c1ccc(CCC(=O)NCCc2ccccc2)cc1
→ -0.7	19.5	0.2	-7.7	1.8	6.8	3.3	-2.6	8.8	-2.3
CN1CCN(C2=Cc3cc(Cl)ccc3Sc3cc(F)ccc32)CC1
→ 0.1	9.2	-0.7	-2.4	-3.5	-6.7	-0.2	-2.6	2.4	-2.0
COc1ccc(C(C)(O)c2nc(-c3ccc4ccccc4c3)cs2)cc1 (stereo not given)
→ -1.5	7.5	1.0	0.1	34.5*	-6.5	4.4	8.8*	-9.8	-7.1

Structures above with a cyano group:
Fields – PLCg1 inh	ARFGAP1 inhibitor	KLK7 zymogen act	PLCb3 inh	UHRF1 binding	Tn6 DDE FP	DDE Tn7 FP inh	ADAM17 inh	ASAP1 GAP inh	MBD2 inh
Cc1ccc2cc(C#N)c(NCCNC(=O)C3CCC3)nc2c1C
→ -24.1	-5.4	1.0	-30.0	2.4	2.3	6.9	-30.7	2.4	1.5
CC(CC#CCN1CCOCC1)OCCC#N (stereo not given)
→ 5.1	3.8	0.6	3.4	2.2	5.5	-4.3	1.0	9.3	-0.9

(continued)
Fields – PLCg1 inh	ARFGAP1 inhibitor	KLK7 zymogen act	PLCb3 inh	UHRF1 binding	Tn6 DDE FP	DDE Tn7 FP inh	ADAM17 inh	ASAP1 GAP inh	MBD2 inh
CCCc1nn(C)c2c(=O)[nH]c(-c3cc(S(N)(=O)=O)ccc3OCC)nc12
→ -0.8	-7.1	-0.6	-8.2	2.2	3.2	6.3	-3.7	-3.1	0.8
COC(=O)C1CN(C(=O)COc2cc(C)c(Cl)c(C)c2)c2ccccc2O1 (stereo not given)
→ 1.4	10.4	0.3	-1.9	17.3	5.4	8.2	-0.2	6.5	8.0
Cc1nnsc1C(=O)N1CCCC(Nc2ccc(C(C)C)cc2)C1 (stereo not given)
→ 1.8	-10.8	0.7	-4.8	-2.5	1.7	1.1	1.4	-2.9	-2.0
C=CCn1c(SCc2nc3ccccc3[nH]2)nnc1-c1ccc(OC)cc1
→ -6.1	10.2	0.3	0.0	-2.0	-0.7	0.2	-5.4	5.6	2.3
CCCNC(=O)c1cc(C2CCCCN2S(=O)(=O)c2cn(C)cn2)on1 (stereo not given)
→ -2.7	14.8	-0.3	-0.5	-0.9	-1.4	-6.3	-3.1	0.3	0.4
COc1ccc(NS(=O)(=O)c2cccc(C(=O)NNC(=O)c3cccc(NC(C)=O)c3)c2)cc1
→ 0.0	-1.6	0.8	2.1	2.9	7.6	9.7	-4.8	-5.6	2.5
CCOC(=O)C1=C(CSc2nc(-c3ccccc3)ccc2C#N)OC(N)=C(C#N)C1c1ccc(OC)cc1 (stereo not given)
→ -252.1	-0.1	-1.8	-308.4	1.6	0.4	-5.3	-15.1	5.3	-2.9
CSc1nsc(SC)c1NC(=O)OC1CCCCC1
→ -2.1	-3.7	0.3	-1.3	4.4	-8.2	2.0	-3.3	19.0	-1.5
C[C@H](CO)N1C[C@H](C)[C@@H](CN(C)S(=O)(=O)c2ccccc2)Oc2c(NC(=O)NC3CCCCC3)cccc2C1=O
→ -1.2	0.1	0.0	3.1	-0.4	-9.5	-2.0	-1.5	0.5	-1.1
COc1cc(OC)cc(-c2c(C#Cc3ccsc3)c3cc(-c4ccc(N(C)C)nc4)ccc3n2C)c1
→ -65.9	-5.5	-0.3	-91.3	1.9	-10.5	6.2	-16.3	3.3	-1.4

Compound activity as filed in PubChem.
